AmpC detergent – blocks E. coli AmpC beta-lactamase in detergent assay; AID 485294; 370,000 compounds, 0.041% hits; AmpC hydrolysis of nitrocefin, absorbance 480 nm, 0.01% Triton; Potency, µM (top dose mostly 114 µM), without a hit: at the top dose activity change, negative = inhibition, usual class: inhibitors;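 further: potency means the concentration at half of the fitted maximal effect; 0% = no-compound wells and -100% = no-enzyme wells; nearly all actives have a fitted effect of over 25% in size; some results filed as inactive show a strong effect at the top dose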
Target sequence (P00811 whole entry, looked up): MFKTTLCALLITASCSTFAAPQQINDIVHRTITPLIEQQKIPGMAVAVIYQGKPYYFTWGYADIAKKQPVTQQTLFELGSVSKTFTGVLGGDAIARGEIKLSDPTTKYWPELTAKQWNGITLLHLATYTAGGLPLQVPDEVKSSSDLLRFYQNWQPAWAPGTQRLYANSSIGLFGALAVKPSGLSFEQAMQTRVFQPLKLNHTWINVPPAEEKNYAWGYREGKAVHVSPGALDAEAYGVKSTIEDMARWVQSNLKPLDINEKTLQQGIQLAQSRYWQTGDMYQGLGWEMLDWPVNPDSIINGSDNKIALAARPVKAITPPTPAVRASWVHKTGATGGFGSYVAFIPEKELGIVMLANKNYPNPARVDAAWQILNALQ
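20 mM phosphate pH 7.0 + 0.01% (detergent screen) or 0.0001% Triton X-100; 5.3 nM AmpC reagent; cpd preinc 15 min RT; nitrocefin (800 uM stock) to start; A480 q20 s × 4 min; Activity was normalised to no-enzyme and no-compound control wells.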
HCMV antiviral – inhibitors of human cytomegalovirus; HFF cells, HCMV-luciferase reporter, 72 h; hits give low values; activity change, negative = inhibition, % at 57.5 µM; 410,000 compounds, 4.5% hits; AID 1259415; in the data active means activity change below about -60%; inconclusive means no clear call, values can overlap the other calls; inactive means above about -39%
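Compounds were evaluated in HFFs infected with an HCMV luciferase reporter virus (MOI 1 PFU/cell). Luciferase in lysates collected 72 h post infection served as the replication measure.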
FBPA Giardia inh – inhibitors of Giardia lamblia fructose-1,6-bisphosphate aldolase. A8B2U2. purified Giardia FBPA. Potency, µM (doses to about 59.6 µM), without a hit: at the top dose activity, negative = inhibition, usual class: inhibitors. 290,000 compounds, 0.71% hits. AID 2451; further: potency means the concentration at half of the fitted maximal effect; nearly all actives have a fitted effect of over 55% in size
Target sequence (A8B2U2 whole entry, looked up): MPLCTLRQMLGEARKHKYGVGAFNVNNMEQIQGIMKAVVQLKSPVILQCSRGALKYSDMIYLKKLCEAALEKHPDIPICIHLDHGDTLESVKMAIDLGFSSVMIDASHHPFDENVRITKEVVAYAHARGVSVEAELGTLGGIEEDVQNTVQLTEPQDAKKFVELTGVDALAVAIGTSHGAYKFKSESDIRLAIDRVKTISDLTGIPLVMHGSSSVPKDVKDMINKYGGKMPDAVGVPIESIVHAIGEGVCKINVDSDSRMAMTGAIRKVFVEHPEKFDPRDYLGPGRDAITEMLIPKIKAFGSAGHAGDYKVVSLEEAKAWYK
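40 nM FBPA preincubated 10 min at RT with compound (up to 57.5 uM final), then substrate plus GAPDH/TPI/NAD/arsenate coupling and diaphorase/resazurin added. Fluorescence read after 20 min at RT, 525/598 nm.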
Sm TGR block – blocks Schistosoma mansoni thioredoxin glutathione reductase; Potency, µM (titrated, usually from 114 µM), for inactives: top-dose activity change, negative = inhibition, actives largely listed as inhibitors; purified TGR, DTNB reduction, TNB absorbance 405 nm; Q962Y6; 360,000 compounds, 3% hits; AID 485364; further: potency means the concentration at half of the fitted maximal effect; nearly all actives have a fitted effect of over 60% in size
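TGR 20 nM + NADPH 100 uM (dispensed conc.), cpd preinc 15 min RT; start with NADPH (500 uM addition) then DTNB (15 mM addition). Kinetic TNB absorbance, 405 nm filter. Four-parameter Hill fit across titration.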
AmpC no deterg – inhibitors of E. coli AmpC beta-lactamase without detergent; Potency, µM (doses to about 57.1 µM), inactives show at the top dose activity change, negative = inhibition, actives largely listed as inhibitors; 330,000 compounds, 0.52% hits; AmpC nitrocefin hydrolysis, absorbance 480 nm, 0.0001% Triton; P00811; AID 485341;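 further: potency means the concentration at half of the fitted maximal effect; plate controls were no compound for no effect and no enzyme for full effect; nearly all actives have a fitted effect of over 20% in size; some results filed as inactive show a strong effect at the top dose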
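20 mM phosphate pH 7.0 + 0.01% (detergent screen) or 0.0001% Triton X-100; 5.3 nM AmpC reagent; cpd preinc 15 min RT; nitrocefin (800 uM stock) to start; A480 q20 s × 4 min; Activity was normalised to no-enzyme and no-compound control wells.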
HCV inhibitor – blocks hepatitis C virus; 340,000 compounds, 3.4% hits; AID 651820; Potency, µM (doses to about 41.8 µM), without a hit: at the highest dose activity change, negative = inhibition, hits mostly inhibitors; Huh7.5.1 HCVcc-Cre infection, luciferase reporter, 44 h; further: potency means the concentration at half of the fitted maximal effect
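Cells seeded at 1,000/well and cultured 4 h, then compounds added followed by HCVcc-Cre virus (~0.5 moi). After 44 h further culture, luciferase substrate was added, plates held 15 min at room temperature, and luminescence read for 15 sec.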
The depositor's hits bear a star; u = inconclusive; x = no result given; [ ] = another dose, or the depositor's remark. Unless noted, the call rests on the fitted dose curve; in most records, active means well fitted curve in the direction sought with a large enough effect; inconclusive means small, poorly fitted or top-dose-only effect, or another doubt; inactive means no such curve, though single readings can be large; an effect the other way counts as inactive or inconclusive. Unless noted, on the % scale 0 is the no-effect control and ±100 the full control effect.

SMILES,AmpC detergent,HCMV antiviral,FBPA Giardia inh,Sm TGR block,AmpC no deterg,HCV inhibitor
CC(C)C(c1nnnn1C1CCCC1)N1CCC(C(N)=O)CC1 (centres undefined),10.1%,-18.7,1.0%,14.3%,-14.5%,23.2%
COC(=O)c1c(NC(=O)COc2ccc(C(C)C)cc2)sc2c1CCCC2,17.4%,-4.9,x,-4.4%,x,x
COc1ccc(CCNC(=O)c2ccc3c(c2)N(Cc2ccccc2Cl)C(=O)c2ccccc2S3)cc1OC,5.2%,u,x,2.7%,x,x
Cc1cccc(C)c1NC(=O)CCCSc1nnc(-c2ccc(Cl)cc2)n1-c1ccccc1,u,-79.5*,9.5%,-7.1%,8.8%,u
CC(C)C(C(=O)NCc1ccco1)N(Cc1ccco1)C(=O)CNS(=O)(=O)c1ccc(F)cc1 (centres undefined),u,-13.3,-4.8%,u,-6.3%,17.0%
Cc1ccc(C)c(S(=O)(=O)N2CCC3(CC2)OCCO3)c1,4.2%,0.0,x,-18.9%,1.1%,20.6%
CCOc1cccc(CN2CCN(Cc3ccc(C)o3)C(CCO)C2)c1O (centres undefined),-2.7%,7.5,-0.6%,0.0%,13.1%,21.9%
CN(CCO)C(=O)c1cccc2c1-c1ccccc1C2=O,-6.8%,25.3,-1.4%,1.7%[11.4 µM],-21.3%,10.1%
COCCn1c(-c2ccccc2F)n[nH]c1=S,-12.0%,30.1,-22.0%,5.6%,-1.5%,2.6%
O=C(COC(=O)c1ccccc1OC(F)F)Nc1ccc(N2CCCCC2)cc1,-19.8%,-16.4,x,-11.7%,-33.5%,32.4%[activator]
CSc1nc(C)c(C(=O)C[n+]2ccccc2C)cc1C#N,3.9%,u,1.0%,2.3%,-7.0%,u
Cc1cc(Br)ccc1NC(=O)CCN1C(=O)c2ccncc2C1=O,u,19.5,7.4%,-8.4%,2.1%,8.4%
O=C(Nc1ccc(CN2CCOCC2)cc1)c1cccc(F)c1,0.8%,167.1,0.2%,5.8%,-9.5%,-1.8%
COc1ccccc1NC(=O)c1c(NC(=O)c2ccco2)sc2c1CCC2,-10.5%,-3.9,-0.7%,u,-35.3%,u
Cc1ccccc1NC(=O)c1c(C)oc2ccc(O)c(CN3CCN(C)CC3)c12,-0.7%,-13.7,x,10.3%,x,x
CC1CCCCC12NC(=O)N(CC(=O)OCc1c(F)cccc1Cl)C2=O (centres undefined),x,-20.2,x,x,-16.5%,12.2%
COC(=O)c1sc(N2C(=O)c3oc4ccccc4c(=O)c3C2c2ccc(O)cc2)nc1C (centres undefined),u,-8.0,x,-9.6%,x,x
Cc1c(C)c2ccc(OC(C)C(=O)NCCCn3ccnc3)c(C)c2oc1=O (centres undefined),-10.7%,0.0,-14.1%,-14.3%,2.2%,-21.0%
COc1ccc(N2CCN(C(=O)Cc3csc(NC(=O)Nc4ccccc4OC)n3)CC2)cc1,u,u,x,4.5%,103.9%[activator],u
Cc1c(Nc2ncnc3nc[nH]c23)c(=O)n(-c2ccccc2)n1C,u,40.0,-2.4%,1.6%,-9.5%,14.8%
COc1ccc(C2SCC(=O)N2c2ccc(OC)cc2)cc1 (centres undefined),1.5%,5.6,4.6%,2.1%,8.6%,-10.3%
O=C(CCC(=O)N1CCCC1)Nc1ccc(Cl)c(Cl)c1,-15.5%,14.4,-4.0%,5.3%,-9.5%,21.2%
CCN(C(=O)CN1CC(C)OC(C)C1)c1c(N)n(Cc2ccccc2)c(=O)[nH]c1=O (centres undefined),7.3%,-7.8,2.8%,5.4%,-19.3%,-22.8%
COc1ccccc1-c1c(C(F)(F)F)oc2cc(OC(=O)c3ccccc3[N+](=O)[O-])ccc2c1=O,-2.6%,-22.7,-4.7%,12.0%,-4.1%,-19.3%
COC(=O)c1cn(CC(=O)NC2CCCCCC2)c2ccccc12,-7.5%,-13.3,5.9%,0.8%,-8.6%,3.8%
CN(CC(=O)Nc1ccc(Cl)c(Cl)c1)C(=O)/C=C/c1ccc(F)cc1,-3.8%,-17.0,0.4%,-1.0%,-20.3%,8.4%
Cc1cc(C)c2[nH]c(=O)c(CN(Cc3cccnc3)C(=S)NCCCN(C)C)cc2c1,3.9%,-37.0,3.1%,u,82.6%[activator],-2.8%
COc1ccc(OC)c(CNC(=O)CN2N=C(c3ccc(Cl)cc3)CCC2=O)c1,6.1%,-11.6,x,8.0%,x,x
Cc1ccc(C)c(OCC(=O)N2CCN(c3ncccn3)CC2)c1,u,-9.0,x,-12.8%,-9.6%,7.7%
O=C(Cn1cc(SCc2cccc(Cl)c2)c2ccccc21)N1CCCCC1,-9.3%,24.5,x,8.6%,x,x
C[C@@H]1CN(C(=O)c2nc3ccc(Cl)cn3c2CN[C@H]2CCCCNC2=O)C[C@H](C)O1,3.4%,-24.5,2.5%,0.0%,-7.6%,19.1%
O=C(c1ccc(S(=O)(=O)N2CCOCC2)cc1)N1CCN(S(=O)(=O)c2ccc(Cl)s2)CC1,-0.6%,-39.7,0.1%,-3.5%,-2.7%,-0.9%
CC(C)OC(=O)CSc1nc2ncc(Cl)cc2[nH]1,u,34.4,u,-18.4%,-10.3%,-4.8%
CSc1ncccc1C(=O)OCc1ccc([N+](=O)[O-])cc1,-10.8%,u,4.4%,-9.8%,-15.2%,u
CCN(C(=O)COc1ccc2ccc(=O)oc2c1)C1CCCCC1,x,-14.6,x,x,-15.4%,-4.9%
Cc1cccc(CNc2ccc(S(=O)(=O)N3CCCCC3)cc2)c1,8.4%,-29.4,x,3.2%,-17.2%,u
c1cncc(-c2nn3cnnc3s2)c1,-3.6%,20.1,11.9%,-2.7%,0.0%,19.8%
COc1cc(OC)cc(C(=O)Nn2cnnc2)c1,-4.2%,0.2,1.8%,0.2%,-4.5%,17.8%
CCn1nc(C)c(CNC(=O)CCc2nnc(Cc3c[nH]c4ccccc34)o2)c1C,2.9%,62.5,-0.3%,u,26.4%,6.5%
C/C(=N\NC(=O)c1cc(-c2ccco2)nc2ccccc12)c1cccnc1,0.5%,6.9,-4.5%,10µM*,-27.5%,-1.5%
N#Cc1sc2nc(-c3cccs3)cc(-c3ccccc3)c2c1N,-11.9%,54.4,-10.8%,-9.7%,-32.1%,u
Cc1csc(SCC(=O)NC(=O)c2ccccc2)n1,-14.2%,-2.4,x,0.1%,-8.4%,-5.4%
Cc1ccc(N2C(=O)CC(Sc3nc(C)cc(C)n3)C2=O)cc1 (centres undefined),2.2%,-35.0,-11.3%,-46.3%,-10.5%,2.5%
O=S(=O)(NC(=S)c1ccccc1)c1ccc(Cl)cc1,-1.0%,8.3,u,-22.1%,-17.6%,0.5%
COc1ccc(S(=O)(=O)n2c(CCN3CCOCC3)nc3ccccc32)cc1,-5.5%,-18.0,-13.4%,-4.7%,175.6%[activator],-4.4%
O=C(COc1cccnc1[N+](=O)[O-])NCCc1ccc(Cl)cc1,0.8%,-34.2,-9.2%,2.6%,9.6%,-13.6%
COc1ccc(Cc2noc(-c3ccc(C)cc3)n2)cc1,3.9%,22.5,1.8%,11.1%,-11.4%,-1.4%
COc1cccc(NC(=O)c2cc(OC)c(OC)c(OC)c2Br)c1,u,7.9,0.3%,0.4%,-26.2%,-3.7%
O=C(CN1CCN(C2CCCCC2)CC1)Nc1ccccc1-c1ccccc1,11.8%,-22.5,u,8.4%,133.3%[activator],14.1%
CCOc1ccc(Br)cc1S(=O)(=O)N1CCC(C(N)=O)CC1,-5.3%,-64.2*,-0.2%,14.4%,-11.2%,26.3%
Cc1ccc(N(C(=O)Cn2nnc(-c3ccccc3F)n2)C(C(=O)NC2CCCC2)c2ccncc2)cc1 (centres undefined),-6.5%,u,15.2%,8.0%,84.1%[activator],-0.9%
COc1cccc(CNc2cc(CSc3ccc(Cl)cc3)nc(C)n2)c1,7.1%,x,1.0%,2.3%,57.6%,u
COc1cc2c(cc1OC)CN(Cc1ccc(OC)c(C)c1OC)CC2,u,20.6,5.1%,-17.1%,1.7%,-8.9%
Cc1nc2ccccc2c(=O)n1C1CCCCCC1,-15.0%,8.2,0.9%,-4.8%,7.7%,0.9%
CC(C)C(=O)N(Cc1cc2ccccc2[nH]c1=O)C(C)(C)C,-7.0%,26.9,-2.3%,0.0%,-13.8%,2.6%
CCn1c(SCC(=O)N2CCOCC2)nnc1-c1ccco1,6.7%,80.1,-4.7%,-0.6%,-5.2%,-1.6%
COC(=O)C1(CCSC)NC(c2ccccc2OC)C2C(=O)N(C)C(=O)C21 (centres undefined),-11.6%,15.8,1.2%,-2.1%,-10.1%,9.5%
O=C(CSc1ncn[nH]1)N1c2ccccc2Sc2ccccc21,1.5%,-33.3,5.0%,4.7%,-15.1%,u
Cn1c(CN2CCN(S(C)(=O)=O)CC2)nc2cc([N+](=O)[O-])ccc21,-8.3%,-101.3*,-8.9%,8.4%,-12.3%,-17.3%
Cc1ccc(N/C(N)=N/c2nc3c(c(=O)[nH]2)CCCC3)c(C)c1,0.8%,-26.8,-0.7%,0.2%,-20.3%,-1.8%

More structures
SMILES,AmpC detergent,HCMV antiviral,FBPA Giardia inh,Sm TGR block,AmpC no deterg,HCV inhibitor
O=C(/C=C/c1cccc(F)c1)OCC(=O)N1CCCC1,x,56.6,x,x,-21.0%,-1.5%
COC(=O)c1cccc(NC(=O)c2cccnc2C(=O)O)c1C,-0.2%,-22.6,u,12.7%,-4.1%,19.8%
O=C(NC1C=CS(=O)(=O)C1)c1sc2ccccc2c1Cl (centres undefined),-11.7%,-84.3*,-0.1%,-0.5%,-22.7%,u
O=C(COC(=O)c1ccc(O)cc1)NCCC1=CCCCC1,u,71.5,8.8%,-8.4%,-5.9%[11.4 µM],-8.3%
Cc1nn(Cc2ccccc2)c(Cl)c1C(=O)OCC#N,u,u,8.2%,-11.7%,-11.4%[11.4 µM],-4.1%
NC(=O)C1CCN(C(=O)c2ccc(-c3ccccc3)cc2)CC1,-4.2%,x,2.8%,5.1%,-0.8%,-7.7%
CC(C)[C@H](NC(N)=O)C(=O)Nc1ccc(Oc2ccccc2)cc1,1.2%,-27.6,-4.9%,-0.5%,-18.7%,u
CCOC(=O)c1ccc(NC(=O)Nc2ccc(F)cc2)cc1,-2.4%,-12.6,-0.4%,5.2%,u,u

3 structures out of the list, arranged by molar mass, rising.
SMILES,AmpC detergent,HCMV antiviral,FBPA Giardia inh,Sm TGR block,AmpC no deterg,HCV inhibitor
CCOC(=O)c1ccc(NC(=O)Nc2ccc(F)cc2)cc1,-2.4%,-12.6,-0.4%,5.2%,u,u
O=C(COC(=O)c1ccc(O)cc1)NCCC1=CCCCC1,u,71.5,8.8%,-8.4%,-5.9%[11.4 µM],-8.3%
O=C(NC1C=CS(=O)(=O)C1)c1sc2ccccc2c1Cl (centres undefined),-11.7%,-84.3*,-0.1%,-0.5%,-22.7%,u

High-throughput results from PubChem.
